Compound activity: PubChem BioAssay, several laboratories
Autophagy HCS = modulators of autophagy. MEF GFP-LC3 puncta imaging; test concentration mostly 10 µM. calls only at 10 µM (by protocol). 0.98% of 190,000 active. AID 463193;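 active = percentage of spot-positive cells more than 3 SD above its plate mean, without a fluorescence outlier flag or 80% toxicity; inconclusive = no clear call, values can overlap the other calls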;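 note: spot-positive cell cutoff set from DMSO-treated cells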
bCat nuc transl = modulators of beta-catenin nuclear translocation; HeLa beta-catenin nuclear translocation, immunofluorescence imaging; nuclear translocation activity, % at 5 µM; 0.3% of 190,000 active; AID 1665;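 active = nuclear translocation activity above 50% at 5 µM, with a well cell count of 50 or more; inconclusive = wells under 50 cells across six images, flagged as toxic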;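 note: per-cell ratio of nuclear to cytoplasmic median beta-catenin stain intensity; plate controls were DMSO negative control for no effect and GSK-3 inhibitor IX positive control for full effect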
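Test system: human HeLa cell line; Doses: 5 µM primary, 0.02–20 µM confirmation; Incubation: 24 h compound exposure, 37°C; Detection: beta-catenin immunofluorescence imaging with DAPI; Read-out: beta-catenin nuclear/cytoplasmic ratio, % activation.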
human PMI inhibitors = human PMI inhibitors, high substrate, primary screen, biochemical, fluorescence intensity, high mannose 6-phosphate (AID 1220); recombinant PMI enzyme, coupled fluorescence intensity; higher % means a stronger effect; inhibition, % at 20 µM; hits with a dose series show IC50 in µM; 0.66% of 190,000 active
WT yeast gro inh = growth inhibition of WT yeast, mitochondrial fusion screen. AID 1362. mitochondrial fusion phenotypic screen, WT strain. inhibition, % at 10 µM. 2.1% of 190,000 active; in the data active = inhibition above about 58%; tested in S. cerevisiae
MT stabilizer = microtubule stabilization, imaging screen; HeLa tubulin immunostaining HCS, 24 h; share of cells brighter than vehicle mean+2SD; % tubulin-high responders, % at 10 µM; 0.83% of 200,000 active; AID 2205;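 active = plate Z-score above 3 for both tubulin-high and condensed-nucleus cell shares, with cell loss under 80%, at 10 µM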;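 note: anti alpha tubulin signal scored within the nucleus-defined area of each cell; some results filed as inactive read as strong as hits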
Ins promoter up = MIN6 insulin promoter up-regulation; MIN6 insulin promoter-GFP reporter, high-content imaging; stronger effect = higher value; AID 1625; z-score at 5 µM; 0.3% of 190,000 active;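 active = z-score above 3 at 5 µM with at least 500 cells counted in the well; inconclusive = wells under 500 cells, flagged as cytotoxic or low count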
Dynein cargo inh = blocks dynein driven cargo transport along microtubules | 0.47% of 220,000 active | z-score, hits read low | 3617.4 mouse cells, GR-EGFP nuclear translocation imaging; test concentration mostly 20 µM; stimulated with dexamethasone, 1 µM; stronger effect = lower value;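 active = plate z-score of nuclear minus cytoplasmic receptor signal below a set negative limit, without overly bright fluorescence or cell loss, cut at about -3.5 in these data, passing the limit was not always enough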;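 note: z-score of nuclear minus cytoplasmic ring GR-EGFP intensity difference per well; some compounds called inactive have numbers as strong as hits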
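Buffer or medium: tetracycline-free induction medium containing charcoal-stripped FBS / Reagent: dexamethasone agonist, 1.0 µM final, for 30 min / Technique: automated 10x imaging of fixed Hoechst-stained cells / Times: induction 48 h, compound 1 h, agonist 30 min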
PMI inhibitors = inhibitors of human PMI, primary screen, biochemical, fluorescence intensity, coupled assay (AID 1209); purified PMI enzyme, coupled fluorescence intensity; higher % means a stronger effect; one-dose inhibition, % at 20 µM; IC50 in µM for titrated hits; 0.42% of 190,000 active;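 note: plate controls were DMSO vehicle for no effect and wells lacking substrate for full effect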
Yfh1-off respiration = mitochondrial function rescue without frataxin homolog – Friedreich's ataxia, plus single-dose screen, dose response (AID 1465); S. cerevisiae Yfh1-off respiration, WST-1 reduction, 72 h; higher fold induction means a stronger effect; fold induction at 50 µM; hits with a dose series show EC50 in µM; 0.074% of 220,000 active;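 active = fold induction of absorbance versus untreated yeast above a set limit, then at least 30% activation at any dose in follow-up; inconclusive = repeats straddling the limit, or above it without dose testing; inactive = fold induction below the set limit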;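 note: activators that raise dye reduction in frataxin-depleted yeast; strong numbers were not always called active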
WT yeast gro inh mutant strain = recorded beside WT yeast gro inh, whose call it bears; inhibition, %; mitochondrial fusion phenotypic screen, mutant strain inhibition
Dynein cargo inh cytoplasmic EGFP = also measured in Dynein cargo inh; calls as there; z-score; measured here: cytoplasmic GR-EGFP intensity; stronger effect = higher value
Dynein cargo inh nuclear GR-EGFP = recorded beside Dynein cargo inh, whose call it bears; z-score; measured here: nuclear GR-EGFP intensity;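 lower value marks the stronger effect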
Dynein cargo inh cell count = recorded beside Dynein cargo inh, whose call it bears; z-score; measured here: cell count per field
Ins promoter up cell count = recorded beside Ins promoter up, whose call it bears; cell count; measured here: cytotoxicity, nuclei count;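 total cells summed across four imaged fields per well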
bCat nuc transl cell count 5 µM = further read-out of bCat nuc transl, marked with its call; cell count; measured here: cell count, cytotoxicity flag
MT stabilizer Hoechst-high % = recorded beside MT stabilizer, whose call it bears; % Hoechst-high responders; measured here: nuclear condensation Hoechst responders;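 share of cells brighter than vehicle mean plus two SD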
MT stabilizer cytotoxicity % = also measured in MT stabilizer; calls as there; toxicity, %; measured here: cytotoxicity by cell density;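 0% = mean cell density of plate MIN control wells and 100% = no cells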
Autophagy HCS cell loss 18 h = second read-out of Autophagy HCS, no call of its own (marks repeat the call); toxicity, %; measured here: cell loss, nuclei count;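 cell loss after 18 h compound exposure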
The depositor's hits bear a star; i = inactive; ? = inconclusive; · = no result given; + = active, no number. Cut-off read from the data, not from the text of the source, unless noted: active = inhibition above about 50%; inactive = the rest.

canonical_smiles	Autophagy HCS	Autophagy HCS cell loss 18 h	bCat nuc transl	bCat nuc transl cell count 5 µM	human PMI inhibitors	WT yeast gro inh	WT yeast gro inh mutant strain	MT stabilizer	MT stabilizer Hoechst-high %	MT stabilizer cytotoxicity %	Ins promoter up	Ins promoter up cell count	Dynein cargo inh	Dynein cargo inh cytoplasmic EGFP	Dynein cargo inh nuclear GR-EGFP	Dynein cargo inh cell count	PMI inhibitors	Yfh1-off respiration
Cc1nc(N2C(=O)C(=O)/C(=C(/O)c3ccccc3)C2c2ccco2)sc1C (stereo unspecified)	i	-53	1.3	1373	-3%	-7	2	2.7	2.2	11	-0.33	1595	-0.54	-0.3	-0.35	0.8	-7%	i
Cc1ccccc1-c1nnc(NC(=O)c2ccc(N3C(=O)CCC3=O)cc2)s1	i	9	-2.5	560	-5%	-1	-6	5.8	2.1	8.6	0.39	1167	0.47	-0.23	1	-0.048	-19%	·
CCC(C)(C)NC(=O)CN(C(=O)c1snc(C(N)=O)c1N)c1ccc(OC)c(OC)c1	i	-17	·	·	1%	-15	-6	1.4	2.0	5.4	·	·	-1.1	-0.25	-0.45	0.24	-1%	i
O=C(CN1C(=O)c2cccc3cccc1c23)NCc1ccncc1	i	-3	-1.6	1383	26%	·	·	4.0	1.7	5.1	0.11	1530	-0.52	-0.26	-0.07	-0.29	-1%	i
O=C(NCc1cc(C(F)(F)F)cc(C(F)(F)F)c1)C1CC(c2c(Cl)cccc2Cl)=NO1 (stereo unspecified)	i	-25	-2.6	1228	1%	35	22	1.7	2.0	9.4	-0.47	1515	-0.0059	-0.2	0.29	0.089	3%	i
O=c1cc2c(nn1Cc1ccccc1)-c1ccccc1CC2	i	-2	-0.5	1078	12%	39	22	3.0	1.2	4.7	0.15	1417	0.11	-0.25	0.22	0.017	9%	i
O=c1[nH]c(=O)n(Cc2ccco2)c2c1C(C(F)(F)F)(C(F)(F)F)N=C(c1ccco1)N2	i	1	-7.1	1011	-6%	-19	-1	7.0	2.6	5.5	0.96	1504	-0.81	-0.34	-0.6	1.5	-11%	i
Cc1ccc(-c2n[nH]c(=O)c3ccccc23)cc1S(=O)(=O)NC(C)(C)C	i	-17	0.2	1510	-2%	-15	0	3.1	2.8	11	·	·	-0.92	-0.22	-0.85	0.76	-3%	i
O=c1c2ccccc2c(C=Nc2ccc(S(=O)(=O)N3CCCCC3)cc2)c(O)n1-c1ccc(Cl)cn1	i	10	-3.4	1041	-5%	-12	-12	1.5	2.0	1.3	0.49	1492	-0.089	-0.17	-0.32	0.39	-4%	i
COc1ccccc1NS(=O)(=O)c1cc([N+](=O)[O-])ccc1N/N=C/c1sc(N2CCOCC2)nc1-c1ccccc1	+	13*	0.4	993	-24%	2	10	3.7	3.4	8.4	·	·	-12	29	-0.14	-0.31	-9%	i
CCOc1ccccc1NC(=O)COC(=O)c1cc(C(=O)OC)cc([N+](=O)[O-])c1	i	1	1.9	1030	-12%	-4	16	2.1	1.5	8.4	-0.01	1286	0.96	-0.24	0.57	0.18	0%	i
COC(=O)c1cccc(NC(N)=S)c1	i	-2	0.1	1472	-10%	-22	-3	2.8	2.2	6.5	-0.59	1338	-0.34	-0.32	0.088	0.16	-8%	i
O=C(c1ccco1)N1CCN(C(=O)c2oc(=O)c3ccccc3c2-c2ccccc2)CC1	·	·	-0.4	1140	9%	11	0	1.6	1.9	6.8	-1.2	950	0.025	-0.13	0.041	-0.012	-2%	i
Cn1c(=O)c([N+](=O)[O-])c(NCc2ccc3c(c2)OCO3)c2ccccc21	·	·	0.1	1285	·	·	·	·	·	·	-0.05	1225	-0.23	-0.18	-0.42	0.14	·	i
Cc1ccc(S(=O)(=O)N(CC(=O)Nc2ccc(Cl)c([N+](=O)[O-])c2)C2CCCCC2)cc1	i	3	8.3	942	3%	9	-1	2.4	1.3	3.8	-0.82	1175	0.24	-0.13	-0.059	-0.97	11%	i
C=CCn1c(N)c(C(=O)Nc2ccc(C)cc2)sc1=S	i	-4	·	·	-7%	4	5	1.2	1.5	7.6	0.11	882	-0.55	-0.23	-0.034	1.2	-6%	·
O=C(NCCc1ccccc1)c1cc(-c2ccc3c(c2)OCO3)on1	i	1	-3.7	989	-8%	4	7	4.1	2.0	4.8	-1.1	1443	-0.25	-0.27	0.026	-0.23	-3%	i
CC(C)N(C(=O)Cc1ccccc1[N+](=O)[O-])C(C)C	i	-2	-4.2	1069	4%	-7	3	5.2	1.8	5.1	-0.43	1568	-0.87	-0.32	0.31	0.04	2%	i
O=C(Nc1ccncc1)c1ccc(C(=O)Nc2ccncc2)cc1	i	7	-1.5	1089	-6%	6	-12	3.1	2.7	10	-1.7	1191	0.58	-0.23	0.48	-0.28	-8%	i
CC(=O)Nc1cc(S(=O)(=O)Nc2ccccc2C)c(C)cc1C	i	-36	·	·	-1%	-6	-8	2.4	1.4	3.7	·	·	0.26	-0.19	-0.017	-0.4	0%	i
O=C(O)C1CCCCC1C(=O)NCCCc1ccccc1 (stereo unspecified)	i	-16	·	·	0%	-5	-11	2.2	1.8	4.4	-0.22	1341	-0.59	-0.27	-0.3	1	2%	i
Cc1ccc(S(=O)(=O)NC2c3cccc4cccc(c34)C2Sc2nncn2C)cc1 (stereo unspecified)	i	2	-0.3	913	-14%	-2	-9	2.3	3.5	13	·	·	2.3	-0.098	1.8	-2.1	6%	i
CC(C)c1ccc(NC(=S)N(C)CCc2ccccn2)cc1	i	-13	2.1	978	-5%	74*	63*	6.3	1.2	4.6	-0.44	1597	1	-0.12	0.73	-0.86	-3%	i
Cc1ccc(C(=O)N2CCN3C(=O)c4ccccc4C23c2ccccc2)cc1 (stereo unspecified)	i	17	-1.6	1178	4%	35	5	5.0	2.8	5.6	0.16	1333	2.8	0.046	1.3	-1.1	5%	i
COc1ccc(CC(=O)Nc2nc(-c3cccc([N+](=O)[O-])c3)cs2)cc1	i	-12	·	·	4%	8	15	4.6	2.7	5.4	0.07	1319	-0.53	-0.31	-0.61	0.21	2%	i
Nc1c(S(=O)(=O)c2ccccc2)nnn1-c1ccccc1	i	-5	-2.0	1418	0%	-3	-4	2.3	0.4	34	-0.05	1258	-0.093	-0.22	0.25	0.18	-2%	i
Cn1c(=O)c([N+](=O)[O-])c(NCCc2ccccc2)c2ccccc21	i	-8	-1.7	1051	2%	-5	-35	0.7	2.1	7.1	-0.36	1442	-0.15	-0.26	-0.15	1.2	20%	i
Cc1cc(C)n2nc(Cc3ccccc3)nc2n1	i	8	1.5	973	6%	-2	5	4.8	2.2	1.1	-0.14	1255	-0.72	-0.25	-0.75	0.92	7%	i
CCCCNC(=O)CCC(=O)Nc1ccc2nc(N3CCOCC3)cc(C)c2c1	i	11	-2.0	1386	-4%	11	12	5.5	2.1	9.1	-1.1	1487	-0.79	-0.16	-0.14	0.35	-11%	i
CCn1c(=O)cc(SCC(=O)NCc2ccc(C)cc2)c2ccccc21	i	5	-0.2	1091	-21%	5	-11	31*	13*	32*	0.6	756	2.9	-0.056	2.1	-1.2	-18%	i
C=CCCOc1ccccc1C(N)=O	·	·	-0.4	1070	·	·	·	·	·	·	1.6	1487	0.12	-0.16	-0.14	0.43	·	i
COC(=O)c1nn(-c2ccc(OC)cc2)c(=O)cc1Oc1cccc(Cl)c1	i	-7	3.8	1353	-2%	11	20	2.0	1.3	3.7	0.71	1392	-0.47	0.13	-0.32	0.68	-1%	i
COC(=O)/C(=C1/Oc2ccc(C(C)(C)C)cc2S1)C(F)(F)F	i	2	-0.1	925	13%	-20	-7	7.0	2.3	5.1	·	·	-0.48	-0.33	-0.61	0.94	19%	i
COc1cccc(CN(CC(=O)NCC2CCCO2)C(=O)CCC(=O)Nc2cc(C)on2)c1 (stereo unspecified)	i	13	1.5	660	4%	15	8	5.4	3.0	0.5	0.34	1084	-0.25	-0.32	-0.033	-0.12	4%	i
O=C1C2C3C=CC(C4CC34)C2C(=O)N1Cc1ccccc1 (stereo unspecified)	i	-26	0.6	1023	-2%	-12	3	1.8	1.6	5.8	1.9	1430	-0.97	-0.38	-0.32	1.2	-1%	i
Cn1cc(/C=C/C(=O)c2ccccc2)c2ccccc21	·	·	0.0	1306	·	·	·	·	·	·	-0.51	1039	-0.37	-0.18	0.23	-0.78	·	i
O=C(CSc1nnc(-c2ccc(Cl)cc2)n1Cc1ccco1)Nc1ccc2c(c1)OCCO2	i	-2	-4.7	984	16%	-21	4	1.9	3.6	11	-0.09	1138	-0.25	-0.26	0.52	0.18	10%	i
c1ccc(-c2csc3ncnc(NCCCN4CCOCC4)c23)cc1	i	3	-0.2	996	-16%	-9	-2	2.1	1.7	8.1	?	·	0.0064	0.75	0.11	0.16	-16%	i
CN1CCN(C(=O)c2cc3sccc3n2CC(=O)c2ccccc2)CC1	i	-8	-0.1	1185	11%	-3	0	2.2	1.4	10	0.16	1341	-0.63	-0.17	-0.24	0.059	10%	i

Rows were taken by chance. Share with any hit: about 5%.
